Source: PubChem
TCR activator = T cell receptor activation; primary human leukocytes, anti-CD3, IL-2 HTRF, 48 h; Potency, µM (doses to about 9.22 µM), for the others: at the highest dose activation of IL-2 secretion, hits mostly activators; 330,000 tested, under 10 active; AID 504894; further: % of control where 0% means no effect
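Primary human leukocytes incubated 48 hr with anti-CD3 beads plus compound, without co-stimulation. Secreted IL-2 measured by HTRF (europium cryptate/d2 anti-IL-2 pair, 320 nm excitation, 665 nm emission).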
Eya2 inh = inhibitors of human Eya2 phosphatase activity; 0.006% of 330,000 active; recombinant Eya2, OMFP fluorescence dephosphorylation (OMFP is methylfluorescein phosphate); Potency, µM (top dose mostly 76.9 µM), without a hit: at the top dose activity, negative = inhibition, usual class: inhibitors; further: potency means the concentration at half of the fitted maximal effect; on the % scale 0 is the no-effect control and ±100 the full control effect
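Eya2 (0.2 uM) preincubated 10 min at ambient with compound, then OMFP substrate added at 50 uM; 10 min reaction in 50 mM HEPES pH 7.5, 50 mM NaCl, 5 uM MgCl2, 0.05% BSA, 1 mM DTT. Fluorescence read at Ex 485/Em 525 nm.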
Tb PFK inh = blocks T. brucei phosphofructokinase | AID 485367 | T. brucei PFK, ADP-Glo luminescence | 0.17% of 330,000 active | Potency, µM (top dose mostly 57.5 µM), for inactives: top-dose activity, negative = inhibition, usual class: inhibitors | O15648;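 further: potency means the concentration at half of the fitted maximal effect; 0% = uninhibited 1x PFK enzyme wells and -100% = no-enzyme wells; nearly all actives have a fitted effect of over 60% in size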
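ADP-Glo luminescence quantified ADP after 45 min at room temperature, with 1.25 nM T. brucei PFK, 0.1 mM ATP and 0.5 mM fructose-6-phosphate in pH 8.0 TEA buffer. qHTS titrations up to 57 µM; curves classified by quality.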
ELG1 repair inh = inhibitors of ELG1-dependent DNA repair in HEK293T cells | Potency, µM (highest dose often 46.1 µM), without a hit: at the top dose activity change, negative = inhibition, most hits filed as inhibitors | 2.3% of 330,000 active | HEK293T ELG1-luciferase reporter, luminescence, 16 h; DNA damage induced by 5-fluorouridine; further: potency means the concentration at half of the fitted maximal effect; on the % scale 0 is the no-effect control and ±100 the full control effect; nearly all actives have a fitted effect of over 55% in size
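5-Fluorouridine DNA damage + compound/DMSO, 2,000 cells/well, 16 h, 37 °C/5% CO2. ONE-Glo, 30 min RT, luminescence. Readout = decrease in reporter signal.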
B2AR arrestin = recruits beta-arrestin to the human beta2-adrenergic receptor. beta-arrestin recruitment to beta2AR, cell-based reporter. Potency, µM (top dose mostly 46.1 µM), without a hit: top-dose activation, usual class: activators. 0.02% of 330,000 active;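 further: potency means the concentration at half of the fitted maximal effect; 0% = DMSO controls and full agonism = EC100 isoproterenol or metaproterenol; nearly all actives have a fitted effect of over 65% in size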
Target sequence (P07550 whole entry, looked up): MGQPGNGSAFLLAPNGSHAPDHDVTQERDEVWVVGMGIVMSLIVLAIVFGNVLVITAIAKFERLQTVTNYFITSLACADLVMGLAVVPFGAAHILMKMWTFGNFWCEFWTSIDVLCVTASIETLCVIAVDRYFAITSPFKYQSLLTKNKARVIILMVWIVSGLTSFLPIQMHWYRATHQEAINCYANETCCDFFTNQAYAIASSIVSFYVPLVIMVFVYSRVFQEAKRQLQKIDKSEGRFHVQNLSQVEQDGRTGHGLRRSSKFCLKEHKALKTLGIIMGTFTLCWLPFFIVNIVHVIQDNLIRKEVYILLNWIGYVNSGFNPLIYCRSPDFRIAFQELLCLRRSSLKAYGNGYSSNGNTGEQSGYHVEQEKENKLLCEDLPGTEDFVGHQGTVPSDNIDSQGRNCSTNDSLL
TSHR antagonist = blocks TSH signaling through the human TSH receptor; 0.2% of 330,000 active; activity change, negative = inhibition, % at 11.5 µM; P16473; TSHR-expressing cells, TSH-stimulated cAMP HTRF, 2 h; hits give low values;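 active means activity change below a set negative limit, meaning inhibition stronger than a set level, cut at about -70% in these data; inconclusive means activity change between two set negative limits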; further: on the % scale 0 is the no-effect control and ±100 the full control effect
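Competitive HTRF cAMP read-out (cryptate anti-cAMP antibody, cAMP-d2; 30 min, room temperature) in freshly harvested TSHR cells. Compounds added before TSH at EC80 (4nM final), followed by 2 hours' incubation at 37 deg C.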
USP2a block = USP2a (human) protease inhibition | USP2 core, Ub-CHOP2 coupled fluorogenic reporter, 485/531 | 0.01% of 330,000 active | O75604 | Potency, µM (series often up to 38.3 µM), inactives show at the top dose activity change, negative = inhibition, most hits filed as inhibitors;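 further: potency means the concentration at half of the fitted maximal effect; plate controls were DMSO wells for no effect and full inhibition by NEM control for full effect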
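Deubiquitinase activity read as fluorescence (485/531 nm) after Ub-CHOP2 cleavage activates the enterokinase reporter on its substrate; USP2 core 10nM, Ub-CHOP2 and substrate 25nM each, 30min compound preincubation then 60min RT; data normalized to NEM, curves fitted.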
BCR signal inh = inhibitors of chronic active B-cell receptor signaling | Potency, µM (highest dose often 46.1 µM), inactives show at the top dose ratio change, negative = lower green/red ratio, actives largely listed as inhibitors | ABC-DLBCL IkBa-CBG/CBR reporter, luminescence ratio, 4 h | 0.05% of 340,000 active; active means well fitted inhibition curve with a large enough effect in the signal ratio, with a control signal flat, not every such curve was filed as active; inconclusive means small, poorly fitted or top-dose-only effect, or effect the other way, or a change in a side signal; the % refers to the signal ratio;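 further: potency means the concentration at half of the fitted maximal effect; plate controls were basal doxycycline-induced cells for no effect and cells given 10 µM MG132 for full effect; MG132 reads +100%, hits lower the ratio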
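Concentration-response series (up to 46 uM) were applied to TMD8 dual-reporter cells for 4 h at 37C with doxycycline. Green/red ratio, after filter-overlap correction, defined %Activity; red signal alone was normalised to basal cells and zero luminescence.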
uPA surface inh = blocks generation of uPA at the cell surface | cell surface uPA generation assay, qHTS | Potency, µM (top dose mostly 38.3 µM), without a hit: at the top dose activity change, negative = inhibition, most hits filed as inhibitors | 0.31% of 330,000 active; active means well fitted inhibition curve with a large enough effect; inconclusive means small, poorly fitted or top-dose-only effect; inactive means no such curve, though single readings can be large or run the other way; tested in mouse RAW 264.7 cells; further: potency means the concentration at half of the fitted maximal effect; on the % scale 0 is the no-effect control and ±100 the full control effect; nearly all actives have a fitted effect of over 55% in size
PTAP TSG101 blk = blocks PTAP/TSG101 interaction to inhibit HIV-1 budding; Q99816; Fluorescence polarization, FITC-PTAP peptide / Tsg101 binding; Potency, µM (series often up to 115 µM), for the others: top-dose activity change, negative = inhibition, hits mostly inhibitors; 340,000 tested, under 10 active; AID 493005; active means well fitted inhibition curve with a large enough effect in the main read-out, with a control signal flat, not every such curve was filed as active; inconclusive means small, poorly fitted or top-dose-only effect, or effect the other way, or a change in a side signal; inactive means no such curve, though single readings can be large or run the other way; further: potency means the concentration at half of the fitted maximal effect; % of control where 0% means no effect
Target sequence (Q99816 whole entry, looked up): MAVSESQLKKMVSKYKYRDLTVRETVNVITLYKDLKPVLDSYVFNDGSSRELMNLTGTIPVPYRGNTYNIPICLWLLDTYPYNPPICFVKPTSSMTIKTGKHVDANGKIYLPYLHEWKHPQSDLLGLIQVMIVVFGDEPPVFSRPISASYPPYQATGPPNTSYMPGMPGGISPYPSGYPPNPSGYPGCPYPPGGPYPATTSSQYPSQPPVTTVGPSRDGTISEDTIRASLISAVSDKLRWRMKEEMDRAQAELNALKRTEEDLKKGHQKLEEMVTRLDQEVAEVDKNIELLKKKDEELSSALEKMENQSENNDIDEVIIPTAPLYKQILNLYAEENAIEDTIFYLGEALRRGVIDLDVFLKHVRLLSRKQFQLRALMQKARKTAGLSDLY
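Steps: Tsg101 binding domain dispensed (10 uM final), compounds pinned in DMSO, FITC-labeled PTAP-motif peptide added (50 nM final); after 20 min binding at room temperature, polarization measured.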
Mito fusion yeast = mitochondrial division inhibition or fusion activation; S. cerevisiae fusion-defective mutant growth rescue, CellTiterGlo 48 h; Potency, µM (titrated, usually from 46.1 µM), inactives show at the top dose growth rescue (activation), usual class: activators; 0.23% of 320,000 active;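 further: potency means the concentration at half of the fitted maximal effect; % of control where 0% means no effect; nearly all actives have a fitted effect of over 45% in size; temperature-sensitive fusion mutants such as fzo1-1 at 37 °C on non-fermentable ethanol glycerol medium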
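Yeast fusion mutant, YPEG (non-fermentable carbon), compound, 48 h at 37C non-permissive; CellTiterGlo added, 10 min RT, luminescence read. Rescued growth = division inhibition.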
Active calls of the source: *; [ ] = another dose, or the depositor's remark. Unless noted, the call rests on the fitted dose curve; in most records, active means well fitted curve in the direction sought with a large enough effect; inconclusive means small, poorly fitted or top-dose-only effect, or another doubt; inactive means no such curve, though single readings can be large; an effect the other way counts as inactive or inconclusive. Not a hit list; overall some 3% were active at least once.

What do the screens show for `O=C(Nc1ccc(S(=O)(=O)N2CCOCC2)cc1)C1COc2ccccc2O1` (configuration not stated)?
TCR activator: 7%; Eya2 inh: 7%; Tb PFK inh: inconclusive; ELG1 repair inh: 1%; B2AR arrestin: 0.0%; TSHR antagonist: -5; USP2a block: 6%; BCR signal inh: 3%; uPA surface inh: 1%; PTAP TSG101 blk: -4%; Mito fusion yeast: 3%

Results for COC(=O)c1cc(C(=O)Nc2cc(C)ccn2)cc([N+](=O)[O-])c1 ?
TCR activator: 0%; Eya2 inh: -27%; Tb PFK inh: 3%; ELG1 repair inh: 4%; B2AR arrestin: -1.0%; TSHR antagonist: -9; USP2a block: -3%; BCR signal inh: 13%; uPA surface inh: -2%; PTAP TSG101 blk: -4%; Mito fusion yeast: 0%

Results for O=C(N/N=C/c1ccccn1)c1ccc(NC(=O)c2ccccc2Cl)cc1 ?
TCR activator: -3%; Eya2 inh: 5%; Tb PFK inh: 2%; ELG1 repair inh: -13%; B2AR arrestin: 0.0%; TSHR antagonist: -11; USP2a block: 2%; BCR signal inh: inconclusive; uPA surface inh: -3%; PTAP TSG101 blk: -7%; Mito fusion yeast: 2%

Results for O=C(CSc1nnc(-c2cccs2)n1-c1ccccc1)N1CCCc2ccccc21 ?
TCR activator: 0%; Eya2 inh: 23%; Tb PFK inh: -2%; ELG1 repair inh: inconclusive; B2AR arrestin: 0.2%; TSHR antagonist: -13; USP2a block: 2%; BCR signal inh: inconclusive; PTAP TSG101 blk: -6%; Mito fusion yeast: 2%

What do the screens show for `COc1cc(NC(=O)C2C3CCC(O3)C2C(=O)O)cc(OC)c1` (configuration not stated)?
TCR activator: 0%; Eya2 inh: 9%; Tb PFK inh: 2%; ELG1 repair inh: inconclusive; B2AR arrestin: -0.8%; TSHR antagonist: -10; USP2a block: 0%; BCR signal inh: 2%; uPA surface inh: -9%; PTAP TSG101 blk: -6%; Mito fusion yeast: 0%

What do the screens show for `O=C(Nc1ccc(OC(F)(F)F)cc1)Oc1ccccc1N1CCOCC1`?
TCR activator: 5%; Eya2 inh: 12%; Tb PFK inh: -5%; ELG1 repair inh: -1%; B2AR arrestin: -0.3%; TSHR antagonist: -8; USP2a block: 0%; BCR signal inh: inconclusive; uPA surface inh: -6%; PTAP TSG101 blk: -2%; Mito fusion yeast: -1%

Results for Cc1cccc(NC(=O)c2cc3c(=O)n4ccccc4nc3s2)c1 ?
TCR activator: -8%; Eya2 inh: 15%; Tb PFK inh: -17%; ELG1 repair inh: inconclusive; B2AR arrestin: -0.3%; TSHR antagonist: 1; USP2a block: 0%; BCR signal inh: -19%; uPA surface inh: 3%; PTAP TSG101 blk: -1%; Mito fusion yeast: 3%

What do the screens show for `Cc1cccc(Sc2nc(-c3ccccc3)ccc2C#N)c1`?
TCR activator: -3%; Eya2 inh: 13%; Tb PFK inh: 0%; ELG1 repair inh: 0%; B2AR arrestin: 0.4%; TSHR antagonist: 1; USP2a block: 3%; BCR signal inh: -3%; PTAP TSG101 blk: 0%; Mito fusion yeast: 0%

What do the screens show for `COc1ccc(CNC(=O)COC(=O)CCN2C(=O)C3CC=CCC3C2=O)cc1OC` (configuration not stated)?
TCR activator: -2%; Eya2 inh: 4%; Tb PFK inh: 1%; ELG1 repair inh: 11%; B2AR arrestin: -1.1%; TSHR antagonist: 9; USP2a block: 1%; BCR signal inh: -1%; uPA surface inh: -19%; PTAP TSG101 blk: -1%; Mito fusion yeast: -6%

How did CCC(=O)N1CCc2cc(Br)cc(S(=O)(=O)NCc3ccccc3OC)c21 do in these assays?
TCR activator: 10%; Eya2 inh: -3%; Tb PFK inh: 0%; ELG1 repair inh: -2%; B2AR arrestin: 0.1%; TSHR antagonist: 13; USP2a block: 0%; BCR signal inh: 8%; uPA surface inh: -1%; PTAP TSG101 blk: 2%; Mito fusion yeast: 2%

How did O=C(N/N=C/c1ccc(Cl)cc1Cl)C(=O)NC1CC1 do in these assays?
TCR activator: 1%; Eya2 inh: 11%; Tb PFK inh: 1%; ELG1 repair inh: -16%; B2AR arrestin: -1.0%; TSHR antagonist: 12; USP2a block: 9%; BCR signal inh: inconclusive; uPA surface inh: 2%; PTAP TSG101 blk: -2%; Mito fusion yeast: -3%

How did CCOC(=O)c1c(/N=C/C2=C(O)CC(C)(C)CC2=O)sc(C)c1C do in these assays?
TCR activator: 1%[46.1 µM]; Eya2 inh: 4%; Tb PFK inh: -5%; ELG1 repair inh: 0%; B2AR arrestin: -0.9%; TSHR antagonist: 3; USP2a block: inconclusive; BCR signal inh: inconclusive; uPA surface inh: 4%; PTAP TSG101 blk: inconclusive; Mito fusion yeast: -3%

What do the screens show for `COc1cc(C#Cc2c(-c3cncn3C)n(C)c3ccc(Br)cc23)cc(OC)c1`?
TCR activator: -9%; Eya2 inh: 10%; Tb PFK inh: 5%; ELG1 repair inh: 9.2µM*; B2AR arrestin: -0.3%; TSHR antagonist: -15; USP2a block: 3%; BCR signal inh: 1%; uPA surface inh: inconclusive; PTAP TSG101 blk: -4%

How did Cc1cc(NC(=O)CSc2nc3cc(Cl)ccc3s2)no1 do in these assays?
TCR activator: -7%; Eya2 inh: -3%; Tb PFK inh: -7%; ELG1 repair inh: 7%; B2AR arrestin: 0.1%; TSHR antagonist: 20; USP2a block: -2%; BCR signal inh: inconclusive; uPA surface inh: 5%; PTAP TSG101 blk: -1%; Mito fusion yeast: -7%

What do the screens show for `Cc1ccc(C(=O)NC2CC(C)(C)NC(C)(C)C2)cc1S(=O)(=O)N1CCCCC1`?
TCR activator: 0%; Eya2 inh: -2%; Tb PFK inh: -12%; ELG1 repair inh: 2%; B2AR arrestin: -0.1%; TSHR antagonist: -5; USP2a block: 0%; BCR signal inh: -3%; uPA surface inh: 4%; PTAP TSG101 blk: -4%; Mito fusion yeast: 5%

What do the screens show for `COC(=O)c1c[nH]c(=O)c2ccccc12`?
TCR activator: -4%; Eya2 inh: 1%; Tb PFK inh: -3%; ELG1 repair inh: 0%; B2AR arrestin: -1.0%; TSHR antagonist: 8; USP2a block: 0%; BCR signal inh: 9%; uPA surface inh: 1%; PTAP TSG101 blk: -2%; Mito fusion yeast: -2%

How did CC1CCN(C(=O)CSc2nnc(-c3ccco3)o2)CC1 do in these assays?
TCR activator: 1%; Eya2 inh: 3%; Tb PFK inh: 0%; ELG1 repair inh: inconclusive; B2AR arrestin: 0.4%; TSHR antagonist: -5; USP2a block: 0%; BCR signal inh: 20%; uPA surface inh: 17%; PTAP TSG101 blk: 0%; Mito fusion yeast: 2%

What do the screens show for `CC1CCc2sc(C(=O)NN)cc2C1` (configuration not stated)?
TCR activator: -13%; Eya2 inh: 0%; Tb PFK inh: 1%; ELG1 repair inh: inconclusive; B2AR arrestin: 0.1%; TSHR antagonist: 8; USP2a block: -12%; BCR signal inh: inconclusive; uPA surface inh: 6%; PTAP TSG101 blk: -2%; Mito fusion yeast: -10%

Results for Cc1onc(-c2ccccc2)c1C(=O)NCC1CCCO1 (configuration not stated) ?
TCR activator: -5%; Eya2 inh: -30%; Tb PFK inh: 0%; ELG1 repair inh: 0%; B2AR arrestin: -0.6%; TSHR antagonist: -3; USP2a block: -2%; BCR signal inh: 1%; uPA surface inh: 0%; PTAP TSG101 blk: -3%; Mito fusion yeast: 0%

Results for C/C(=C\c1ccccc1)C1Nc2cccc3cccc(c23)N1 ?
Eya2 inh: 5%; Tb PFK inh: -15%; ELG1 repair inh: 10%; B2AR arrestin: 0.0%; TSHR antagonist: -22; USP2a block: -1%; BCR signal inh: -5%; Mito fusion yeast: 1%

How did CSc1ccc(CNC(=O)C2Cc3cc(S(=O)(=O)N4CCCC4)ccc3N2C(C)=O)cc1 (configuration not stated) do in these assays?
TCR activator: -9%; Eya2 inh: 6%; Tb PFK inh: -6%; ELG1 repair inh: 1%; B2AR arrestin: 0.3%; TSHR antagonist: -4; USP2a block: 1%; BCR signal inh: 5%; uPA surface inh: -7%; PTAP TSG101 blk: 3%; Mito fusion yeast: 1%

Results for COc1ccc(-n2cc(CNCC3CCOCC3)c(-c3cccc(F)c3)n2)cc1 ?
TCR activator: -2%; Eya2 inh: 3%; Tb PFK inh: -3%; ELG1 repair inh: 4%; B2AR arrestin: -1.0%; TSHR antagonist: -2; USP2a block: 2%; BCR signal inh: 4%; uPA surface inh: -9%; PTAP TSG101 blk: -1%; Mito fusion yeast: -17%
